Compound activity: PubChem BioAssay, National Center for Advancing Translational Sciences (NCATS)
FBPA Giardia inh: blocks Giardia fructose-bisphosphate aldolase activity | purified Giardia FBPA | Potency, µM (titrated, usually from 59.6 µM), for the others: top-dose activity, negative = inhibition, hits mostly inhibitors | hit rate 0.71% among 290,000 | AID 2451; active = well fitted inhibition curve with a large enough effect; inconclusive = small, poorly fitted or top-dose-only effect, or effect the other way; note: nearly all actives have a fitted effect of over 55% in size
Target sequence (A8B2U2 whole entry, looked up): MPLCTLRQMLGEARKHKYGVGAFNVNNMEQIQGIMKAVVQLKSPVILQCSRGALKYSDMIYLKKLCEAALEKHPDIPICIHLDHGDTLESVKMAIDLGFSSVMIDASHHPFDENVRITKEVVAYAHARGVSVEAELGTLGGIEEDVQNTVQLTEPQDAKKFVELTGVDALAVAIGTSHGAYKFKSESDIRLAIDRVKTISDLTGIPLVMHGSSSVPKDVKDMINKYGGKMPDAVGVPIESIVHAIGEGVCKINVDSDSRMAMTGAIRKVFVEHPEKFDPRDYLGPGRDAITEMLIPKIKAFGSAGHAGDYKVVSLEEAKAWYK
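40 nM FBPA preincubated 10 min at RT with compound (up to 57.5 uM final), then substrate plus GAPDH/TPI/NAD/arsenate coupling and diaphorase/resazurin added. Fluorescence read after 20 min at RT, 525/598 nm.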
The depositor's hits bear a star; ? = inconclusive; & = joins results of further samples; [ ] = dose if it differs, or a comment. % is set by controls: 0 for no effect and ±100 for the full control effect; potency is the fitted concentration of half-maximal effect. These rows are one share of the data; count on the stated rates, not on these rows.

Start of the listing, in advance (two entries):
SMILES | FBPA Giardia inh
CN1C(=O)CCS(=O)(=O)[C@H]1c1ccc(Cl)cc1 | 10%
CCCC[C@@H]1C[C@H]1C(NC(=O)c1ccccc1)c1ccc(C(=O)OC)cc1 (stereo not given in full) | 4%

All compounds of this part, previewed entries included:
SMILES | FBPA Giardia inh
CN1C(=O)CCS(=O)(=O)[C@H]1c1ccc(Cl)cc1 | 10%
CCCC[C@@H]1C[C@H]1C(NC(=O)c1ccccc1)c1ccc(C(=O)OC)cc1 (stereo not given in full) | 4%
CC(C)CN1CCC2(CC1)CCN(S(=O)(=O)c1ccccc1)CC2 | 7%
CCCCNc1nc(C)nc2c1nc(-c1ccccc1)n2CCN(C)C | 7%
CN(C)Cc1ccccc1-c1ccc2ncnc(NCc3ccccc3)c2c1 | -20%
COCCNc1nc(C)nc2c1nc(-c1ccccc1)n2C1CCN(Cc2ccccc2)C1 (stereo not given) | 0%
CN(C)C1C(=O)C(C(N)=O)=C(O)[C@@]2(O)C(=O)C3=C(O)c4c(O)cccc4[C@](C)(O)C3C(O)C12 (stereo not given in full) | ?
CCCn1c(=O)c2[nH]c(C3CCCC3)nc2n(CCCOC(=O)c2ccc(S(=O)(=O)F)cc2)c1=O | 1%
CN1[C@@H](C[C@@H](O)c2ccccc2)CCC[C@@H]1C[C@H](O)c1ccccc1 | -4%[21.7 µM]
NP(N)(=O)NC(=O)c1ccc(F)cc1 | -1%
N#CCCn1c(=O)c(-c2ccc(Cl)cc2)nc2cnc(N3CCOCC3)nc21 | 0%
COc1ccc2[nH]cc(CCNc3cc(-c4c(C)noc4C)ncn3)c2c1 | -5%
Cc1ccc(C(=O)O[C@H](C(=O)O)[C@@H](OC(=O)c2ccc(C)cc2)C(=O)O)cc1 (tested in a mixture with another compound) | 13%
CN1CCN(c2ccnc(-c3ccoc3)n2)CC1 | -10%
COc1cccc(Cn2c(=O)c(-c3cccc(F)c3)nc3cncnc32)c1 | -2%
CC[N+](CC)(CCCNC1=CC(=O)C(NCCC[N+](CC)(CC)Cc2ccccc2)=CC1=O)Cc1ccccc1 | -8%
Nc1ccccc1C(=O)/C=C\c1ccc2c(c1)OCO2 | 1%[12.9 µM]
CCN1C(C)=C(C(=O)OC)C(c2ccccc2)N2C(=O)[C@@]3(C(=O)OC)O[C@@]12C1C(=O)CCCC13 (stereo not given in full) | 0%[12.9 µM]
C#CCC(C(=O)OC)(C(=O)OC)C(C[N+](=O)[O-])c1ccccc1 (stereo not given) | -3%[12.9 µM]
O=c1c(-c2cc(F)cc(F)c2)nc2cnc(N3CCNCC3)nc2n1Cc1cccs1 | 1%
CCNCCCNCCCNCCCNCC | -7%
CCC/C=C(\CCC)C(NS(=O)(=O)c1ccc(Cl)cc1)c1ccccc1 (stereo not given) | -3%
COC(=O)[C@@H](O)CC[C@@H](C)Cc1c(OC)c(OC)c(C)c(OC)c1OC | 6%
Cc1nc2cnc(N3CCN(C)CC3)nc2n(Cc2cccs2)c1=O | -9%
COC1C(O)C(CO)OC1n1cnc2c(=O)[nH]c(N)nc21 (stereo not given) | 2%
CNC(=O)[C@H]1C[C@@H]1[C@H](NP(=O)(c1ccccc1)c1ccccc1)c1ccccc1 | 7%
O=c1cc(-c2ccc(O)cc2)oc2cccc(O)c12 | -3%
CCCC/C=C/C(NC(=O)Oc1cccc(C(F)(F)F)c1)c1ccccc1 (stereo not given) | 4%
CC#CCN1c2ccccc2[C@]23C[C@@H](C(=O)OC)N(S(=O)(=O)c4ccc(C)cc4)C2=NC(C(=O)OC)=C(C(=O)OC)[C@H]13 | -2%[12.9 µM]
c1ccc(C(c2ccccc2)N2CC[C@@]3(CCCNC3)C2)cc1 | -1%
CO[C@H]1COC(=O)C/C=C\[C@H](C)[C@@H](OC)COC(=O)[C@@H](C)NC(=O)C/C=C\[C@@H]1C | 5%[12.9 µM]
CCCCc1nc2c(c3c1C[C@H](C)OC3)CN(C(=O)NCCCC(=O)OCC)CC2 | -1%[12.9 µM]
COC(=O)C(C(=O)OC)[C@@H]1CCCC(=O)C1 | 2%[12.9 µM]
O=c1cc(-c2ccccc2)oc2c(O)c(O)ccc12 | 7.9µM*
COc1ccc2c(c1)O[C@H](c1ccc3c(c1)OCO3)[C@@H](OC(=O)NCc1ccc3c(c1)OCO3)C2=O | -4%
COc1ccc2[nH]cc(CCNc3ncnc4ccc(-c5ccccc5CN(C)C)cc34)c2c1 | 0%
COc1cccc(Cn2c(=O)cnc3cncnc32)c1 | 1%
COc1ccc2[nH]cc(CCNc3ncnc4ccc(-c5ccccc5C#N)cc34)c2c1 | -4%
Cc1cnc(CNc2ncncc2-c2ccc(C(=O)N(C)C)cc2)cn1 | -15%
C[C@@H](C(=O)N[C@@H](CO)Cc1ccccc1)[C@@H]1C[C@@]1(C)[C@@H](NC(=O)OCc1ccccc1)c1ccccc1 | 4%
COc1cc(C/C=C\c2ccccc2)c(OC)cc1O | ?
CCCCC/C=C\C/C=C\C/C=C\CCCCCCC(=O)NCC(=O)O | 7%
CC(C)NC(=O)N1CCCC2(CCN(C(=O)c3cc(C(F)(F)F)cc(C(F)(F)F)c3)CC2)C1 | -5%
Cc1ccc([S+](=O)([O-])N(c2ccccc2)[S+](=O)([O-])C(F)(F)F)cc1 | 1%
Cn1nnnc1SCC1=C(C(=O)O)N2C(=O)C(NC(=O)C(OC=O)c3ccccc3)C2SC1 (stereo not given) | ?
CN1C2CC(OC(=O)C(CO)c3ccccc3)CC1C(O)C2 (stereo not given) | -1%
COC(=O)c1ccc(C(NC(=O)OCc2ccccc2)/C(=C/[C@@H](C)C(=O)NCc2ccc(OC)c(OC)c2)c2cccnc2)cc1 (stereo not given in full) | 3%
CC(=O)OC[C@@H]1O[C@@H](O/N=C2/C[C@@H](O)[C@@H](O)[C@@H]3[C@@H]4C(=O)N(Cc5ccccc5)C(=O)[C@H]4CC[C@H]23)[C@H](OC(C)=O)[C@H](OC(C)=O)[C@@H]1OC(C)=O | -1%[12.9 µM]
O=c1c(CCc2ccccc2)nc2cnc(N3CCNCC3)nc2n1Cc1cccs1 | -1%
CC(=O)N1CC[N+](C)(C)CC1 | 8%

A second format for 4 compounds above:
| Compound | FBPA Giardia inh |
| --- | --- |
| CO[C@H]1COC(=O)C/C=C\[C@H](C)[C@@H](OC)COC(=O)[C@@H](C)NC(=O)C/C=C\[C@@H]1C | 5%[12.9 µM] |
| CCCCc1nc2c(c3c1C[C@H](C)OC3)CN(C(=O)NCCCC(=O)OCC)CC2 | -1%[12.9 µM] |
| COC(=O)C(C(=O)OC)[C@@H]1CCCC(=O)C1 | 2%[12.9 µM] |
| O=c1cc(-c2ccccc2)oc2c(O)c(O)ccc12 | 7.9µM* |

(continued)
SMILES | FBPA Giardia inh
O=C(Oc1ccccc1)N1CCC2(CC1)CCN(c1ccncc1)CC2 | 7%
C#CCCCO/N=C1/C[C@@H](O)[C@@H](O)[C@@H]2[C@@H]3C(=O)N(CC)C(=O)[C@H]3CC[C@@H]12 | 3%[12.9 µM]
N#Cc1cccc(-c2nc(NCc3cccs3)c3ccccc3n2)c1 | -2%
CS(=O)(=O)N1CCC2(CCCN(c3ncccn3)C2)CC1 | 1%
CC(C)CCCC(C)C1CCC2C3CC=C4CC(O)CC[C@@]4(C)C3CC[C@@]12C (stereo not given in full) | 7%
O=C1C=C2C(=CCOC2O)O1 (stereo not given) | 1%
C[C@@]12CCC(=O)C=C1C=CC1C2CC[C@]2(C)C1CC[C@@]21CCC(=O)O1 (stereo not given in full) | 5%
COc1ccc2[nH]cc(CC(N)C(=O)O)c2c1 (stereo not given) | -16%
COc1ccc(C(=O)N(O)c2ccccc2)cc1 | -11%
COCOc1cc(OC)ccc1C(=O)/C=C/c1ccc2c(c1)OCO2 | -3%&-6%
Cc1nc(N2CCOCC2)c2nc(-c3ccccc3)n(CCCN3CCOCC3)c2n1 | 3%
CC(=O)c1ccc(OC2C=CC(c3ccc(Cl)cc3)OC2CO)cc1 (stereo not given) | 2%[12.9 µM]
COCCn1c(=O)c(C)nc2cnc(Oc3ccccc3)nc21 | -4%
CCCCCCCCCCCCCCCC(=O)OC[C@H](COP(=O)([O-])OCC[N+](C)(C)C)OC(C)=O | 5%
C[C@H]1O[C@@H](O[C@H]2[C@@H](O)C[C@H](O[C@H]3[C@@H](O)C[C@H](O[C@H]4CC[C@]5(C)C6CC[C@]7(C)[C@@H](C8=CC(=O)OC8)CC[C@]7(O)C6CC[C@@H]5C4)O[C@@H]3C)O[C@@H]2C)C[C@H](O)[C@@H]1O (stereo not given in full) | 0%
COC(=O)N1CCC2(CC1)CCN(C(c1ccccc1)c1ccccc1)CC2 | 7%
COc1ccc2c(c1)OC/C(=C\c1ccc(OC)c(O)c1)C2=O | ?
COc1ccc(COC(=O)N/N=C2/C[C@@H](O)[C@@H](O)[C@@H]3[C@@H]4C(=O)N(c5cccc(Oc6ccccc6)c5)C(=O)[C@H]4CC[C@@H]23)cc1 | 0%[12.9 µM]
COCC(=O)N1CCC2(CCCN(Cc3ccccc3)C2)CC1 | -2%
CCN1C[C@@]2(COC)[C@H]3[C@@H](OC)[C@H]4C1[C@@]3([C@H](OC)C[C@@H]2O)[C@H]1C[C@@]2(O)[C@@H](OC(=O)c3ccccc3)[C@@H]1[C@@]4(OC(C)=O)[C@H](O)[C@@H]2OC | 3%[21.7 µM]
COC(=O)CCCC1=CC2=C(c3ccccc3)C(=O)C(C)(OC(=O)C3CCCC3)C(=O)C2=CO1 (stereo not given) | -6%
CC1(C)CC2/C(CO)=C/C=C/[C@](C)(O)CC[C@]21O (stereo not given in full) | -2%
CN(Cc1ccco1)c1ccnc(-c2cccc(C#N)c2)n1 | -8%
COc1ccc(Oc2ncc3nc(-c4ccc(F)cc4)c(=O)n(C[C@H]4CCCO4)c3n2)cc1 | -3%
CCNc1ncc2ncc(=O)n(CCc3ccccc3)c2n1 | 2%
COCC(=O)N1CCc2nc(-c3ccc(OC)cc3C)c3c(c2C1)CO[C@@H](c1ccccc1)C3 | 4%[12.9 µM]
COC(=O)[C@@]1(Cc2ccc(OC)cc2)[C@H]2c3cc(C(=O)N4CCCC4)n(Cc4nc5ccccc5[nH]4)c3C[C@H]2CN1C(=O)c1ccccc1 | -8%
COc1ccc(O[C@H]2C=C[C@@H](c3ccccc3)O[C@H]2COC(=O)CC/C(C)=N\O[C@@H](C)CN2CCCc3nc(C)c(C)cc32)cc1 | 0%[12.9 µM]
N#Cc1cccc(-c2ccc3ncnc(NCc4cccnc4)c3c2)c1 | -1%
COc1ccccc1-c1ccc2ncnc(N3CCOCC3)c2c1 | 1%
COc1ccc(C(=O)N2CCC3(CCCN(Cc4ccncc4)C3)CC2)cc1 | 6%
O=C(O)c1ccc(N[C@@H]2OC[C@@H](O)[C@@H](O)[C@@H]2O)cc1 | 1%
COc1ccc(-c2nc3cnc(N4CCNCC4)nc3n(Cc3cccc(OC)c3)c2=O)cc1 | 1%
O=C1CC[C@@]23/C=C/C(=O)NCCCCNCCCNC(=O)/C=C/c4ccc(c2c4)OC3C1 (stereo not given in full) | 6%
Cc1nc(N2CCOCC2)c2nc(-c3ccccc3)n(CC(C)(C)CN(C)C)c2n1 | 4%
CS(=O)(=O)N1CCC2(CC1)CN(c1ccccc1)C2 | 0%
Cn1cccc1C(=O)N1CCC2(CCCN(c3cccc(-c4ccccc4)c3)C2)CC1 | -2%
N[C@H]1C[C@H]1c1ccccc1 | -3%[21.7 µM]
COc1ccc(C2=CC3=C(Br)C(=O)C(C)(OC(=O)c4cnc5ccccc5n4)C(=O)C3=CO2)cc1 (stereo not given) | -7%
COc1ccc(NC(=O)N2CCC3(CC2)CCN(S(C)(=O)=O)CC3)cc1 | -1%

Retrieved by compound from above:
SMILES | FBPA Giardia inh
O=C(Oc1ccccc1)N1CCC2(CC1)CCN(c1ccncc1)CC2 | 7%
N#Cc1cccc(-c2nc(NCc3cccs3)c3ccccc3n2)c1 | -2%
O=c1cc(-c2ccc(O)cc2)oc2cccc(O)c12 | -3%
CN(C)Cc1ccccc1-c1ccc2ncnc(NCc3ccccc3)c2c1 | -20%
COc1ccc(O[C@H]2C=C[C@@H](c3ccccc3)O[C@H]2COC(=O)CC/C(C)=N\O[C@@H](C)CN2CCCc3nc(C)c(C)cc32)cc1 | 0%[12.9 µM]
COc1ccc2[nH]cc(CCNc3ncnc4ccc(-c5ccccc5C#N)cc34)c2c1 | -4%

(next part)
SMILES | FBPA Giardia inh
CC1C(=O)OC2C(O)C34C5OC(=O)[C@@]3(OC3OC(=O)[C@H](O)[C@]34C(C(C)(C)C)C5O)[C@]12O (stereo not given in full) | 7%
O=c1cc(-c2ccc(O)c(O)c2)oc2cccc(O)c12 | -21%
Cc1noc(C)c1C(=O)N1CCC2(CCCN(Cc3ccccc3)C2)CC1 | 3%
NC(N)=NOCCC(N)C(=O)O (stereo not given) | 1%&-8%
FC(F)(F)c1cc(CN2CC[C@@]3(CCCNC3)C2)cc(C(F)(F)F)c1 | -1%
O=S(=O)(c1ccccc1)N1CCC2(CC1)CN(Cc1nccs1)C2 | 8%
CCOC(=O)[C@@]12C[C@@H]1/C(=N/O)c1ccccc1O2 | 4%
O=C(CC[N+](=O)[O-])OCC1OC(O)C(OC(=O)CC[N+](=O)[O-])[C@@H](OC(=O)CC[N+](=O)[O-])C1OC(=O)CC[N+](=O)[O-] (stereo not given in full) | ?
COc1cc2cc[n+]3cc4c(OC)c(OC)ccc4cc3c2cc1OC | -24%
COc1ccc(OC2C(O)COC2/C=C/C#Cc2ccccc2)cc1 (stereo not given) | 4%[12.9 µM]
C[N+](C)(C)CCC(=O)c1cccc2ccccc12 | 17%
COc1cc2c(cc1O)C(Cc1ccc(O)cc1)N(C)CC2 (stereo not given) | 1%
CP(=O)(O)C1=CCNCC1 | -1%
NCCC(=O)N[C@H](Cc1cnc[nH]1)C(=O)O | -2%
